# Source: PubChem (Broad Institute)
# IDH1 mut inh – inhibitors of IDH1 R132H reductase, primary screen, biochemical, plate reader, single point | Isocitrate dehydrogenase [NADP] cytoplasmic (Homo sapiens), O75874 | diaphorase/resazurin fluorescence, 60 min | inhibition, % at 10 µM | 70,000 tested, 0.18% active; in the data active means inhibition above about 34%;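 further: 0% = DMSO and 100% = no enzyme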
# Target sequence (O75874 whole entry R132H): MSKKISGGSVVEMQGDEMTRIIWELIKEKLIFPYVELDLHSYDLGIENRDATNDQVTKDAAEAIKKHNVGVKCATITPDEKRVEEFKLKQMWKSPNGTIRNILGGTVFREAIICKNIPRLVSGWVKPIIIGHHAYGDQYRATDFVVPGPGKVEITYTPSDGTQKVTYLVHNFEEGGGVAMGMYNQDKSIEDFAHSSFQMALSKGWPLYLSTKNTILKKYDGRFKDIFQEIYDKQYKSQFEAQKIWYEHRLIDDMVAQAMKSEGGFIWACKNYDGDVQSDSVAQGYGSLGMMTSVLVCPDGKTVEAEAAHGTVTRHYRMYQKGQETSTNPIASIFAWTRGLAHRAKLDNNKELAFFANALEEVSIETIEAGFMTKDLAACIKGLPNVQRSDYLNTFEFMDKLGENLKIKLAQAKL
# PRC2 inh – EZH2/PRC2 methyltransferase inhibitors, primary screen, biochemical, DELFIA time-resolved fluorescence, single point; inhibition, % at 12.5 µM; AID 651548, 2012; Histone-lysine N-methyltransferase EZH2 (Homo sapiens), Q15910; PRC2 H3K27 methylation, DELFIA TRF, 1 h; 57,000 tested, 0.35% active;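 active means mean inhibition of replicates at least 50% and every single replicate also reaching 50%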;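 further: dimethyl H3K27 on biotinylated H3 21-44 peptide detected by antibody; plate controls were median neutral control wells for no effect and median positive control wells for full effect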
# Active calls of the source: *; nt = no result given; & = joins results of further samples. This is a subset. The share of hits here may be higher or lower than overall.
structure	IDH1 mut inh	PRC2 inh
COc1ccc(CN(C)C[C@H]2Oc3ccc(NS(=O)(=O)c4cn(C)cn4)cc3C(=O)N([C@H](C)CO)C[C@H]2C)cc1	0.0	4
C[C@@H]1CN([C@H](C)CO)C(=O)c2cccc(NC(=O)Nc3ccccc3)c2O[C@H]1CN(C)Cc1ccc(C(=O)Nc2ccccc2N)cc1	0.5	-17
C[C@H]1CN([C@@H](C)CO)C(=O)c2cc(NC(=O)Nc3ccccc3)ccc2O[C@H]1CN(C)S(=O)(=O)c1ccc(F)cc1	-5.5	nt
CN(C)CCNc1oc(COc2ccc(Cl)cc2)nc1C#N	0.3	8
COc1ccc(CN(C)C[C@H]2OCCCC[C@@H](C)Oc3ccc(NC(=O)C4CCCCC4)cc3C(=O)N([C@H](C)CO)C[C@@H]2C)cc1	2.1	nt
CNC[C@@H]1Oc2ncc(/C=C/c3ccccc3)cc2C(=O)N([C@H](C)CO)C[C@@H]1C	0.1	-11
O=C(O)CCCCCCC(=O)N/N=C/c1ccc(-c2cccc(Cl)c2)o1	nt	20
C[C@H]1CN([C@@H](C)CO)C(=O)Cc2cc(NC(=O)Nc3cccc4ccccc34)ccc2O[C@@H]1CN(C)CC1CCCCC1	1.1	nt
C=CCOC(=O)[C@H]1[C@@H]2C(=O)O[C@@H](c3ccccc3)[C@@H](c3ccccc3)N2[C@@H](c2ccc(OCCOC(=O)[C@H]3C[C@H]4C(=O)N[C@@H](CCCCNC(C)=O)C(=O)N4[C@H]3c3cccc(OCCO)c3)cc2)[C@]12C(=O)Nc1ccccc12	nt	-39
C[C@@H]1CCCCO[C@@H](CN(C)Cc2ccc(C(=O)O)cc2)[C@H](C)CN([C@@H](C)CO)C(=O)c2cc(NC(=O)NC3CCCCC3)ccc2O1	0.7	nt
COc1ccc(OC(=O)N(C)C[C@H]2OCc3ccccc3-c3ccccc3C(=O)N([C@@H](C)CO)C[C@H]2C)cc1	-0.2	-2
C[C@H]1CN([C@@H](C)CO)S(=O)(=O)c2ccc(C3=CCCCC3)cc2O[C@H]1CN(C)Cc1cccc(C(=O)O)c1	-0.5	17
CO[C@H]1CN(C)C(=O)c2cc(NC(C)=O)ccc2OC[C@H](C)N(CCC(F)(F)F)C[C@@H]1C	0.0	-2
COCC#Cc1ccc2c(c1)O[C@H](CN(C)C(=O)COC)[C@H](C)CN([C@@H](C)CO)S2(=O)=O	-0.2	nt
CCCC(=O)Nc1ccc2c(c1)OC[C@@H](C)N(CCc1ccccc1)C[C@H](C)[C@H](OC)CN(C)C2=O	0.1	12

# (list continues)
structure	IDH1 mut inh	PRC2 inh
C[C@H](CO)N1C[C@H](C)[C@H](CN(C)C(=O)CCC(F)(F)F)OCCCC[C@H](C)Oc2ccc(N(C)C)cc2C1=O	nt	3
CN(C)c1ccc2c(c1)[C@@H]1C[C@@H](CC(=O)NCc3ccc4c(c3)OCO4)O[C@H](CO)[C@@H]1O2	-1.7	-6
CO[C@@H]1CN(C)C(=O)c2ccc(NC(=O)c3cc(C)on3)cc2OC[C@H](C)N(C(=O)C2CC2)C[C@@H]1C	-0.2	-8
COc1ccc(C#Cc2cnc3c(c2)C(=O)N([C@H](C)CO)C[C@@H](C)[C@@H](CN(C)CC2CCOCC2)O3)cc1	-0.1	nt
C[C@H](CO)N1C[C@H](C)[C@H](CN(C)C(=O)NC2CCCCC2)Oc2ncc(-c3cccc(C(F)(F)F)c3)cc2C1=O	-3.9	-8
Cc1ccc(-c2ccc3c(c2)O[C@H](CN(C)Cc2cncnc2)[C@@H](C)CN([C@@H](C)CO)S3(=O)=O)cc1	-3.2	-6
Cn1c(SCC(=O)n2c3c(c4ccccc42)CCCC3)nnc1-c1cccc([N+](=O)[O-])c1	0.1	2
CCCC(=O)Nc1ccc2c(c1)OC[C@H](C)N(C(=O)CC)C[C@@H](C)[C@H](OC)CN(C)C2=O	-0.1	-1
O=C(C[C@@H]1C=C[C@H](NC(=O)CCN2CCCCC2)[C@@H](CO)O1)Nc1nccs1	0.0	20
COc1ccc(S(=O)(=O)Nc2cccc3c2O[C@H](CN(C)C(=O)Nc2c(C)noc2C)[C@@H](C)CN([C@H](C)CO)C3=O)cc1	2.2	nt
C[C@H]1CN([C@@H](C)CO)C(=O)c2cc(NC(=O)Nc3cccc4ccccc34)ccc2O[C@H]1CN(C)CC1CCCCC1	2.8	nt
CC(CO)(CO)NC(=O)NC1CCCCC1	0.6	-4
CC(=O)N(C)C[C@H]1Oc2cc(/C=C/c3ccccc3)ccc2S(=O)(=O)N([C@H](C)CO)C[C@H]1C	-0.3	-8
O=C(CCCN1C(=O)c2cccc3cccc(c23)C1=O)Nc1ccccc1[N+](=O)[O-]	-1.1	15
C[C@@H]1CCCCO[C@@H](CN(C)C(=O)Nc2ccccc2)[C@H](C)CN([C@H](C)CO)C(=O)c2cc(NC(=O)CCCN(C)C)ccc2O1	2.4	nt

# New compounds follow
structure	IDH1 mut inh	PRC2 inh
C[C@@H]1CN([C@@H](C)CO)C(=O)c2cc(NS(C)(=O)=O)ccc2O[C@H]1CN(C)C(=O)Nc1ccccc1	0.7	6
C[C@@H]1CN([C@H](C)CO)C(=O)c2ccccc2-c2ccccc2CO[C@@H]1CN(C)Cc1ccc(O)cc1	-1.4	-11
C[C@H](CO)N1C[C@H](C)[C@@H](CN(C)C)Oc2cc(-c3cccc(C#N)c3)ccc2S1(=O)=O	0.4	-2
COc1ccc(S(=O)(=O)N(C)C[C@@H]2Oc3ccc(NC(=O)C4CCCCC4)cc3CC(=O)N([C@H](C)CO)C[C@H]2C)cc1	1.8	-18
C[C@@H]1CN([C@@H](C)CO)C(=O)Cc2cc(NC(=O)CCCN(C)C)ccc2O[C@@H]1CN(C)Cc1ccc(Oc2ccccc2)cc1	3.5	nt
O=C(Nc1ccc(Cl)cc1C(=O)NCc1cccnc1)c1ccco1	6.7	-9
Cn1c(OCc2cccnc2)nc2c1c(=O)n(Cc1ccc(Cl)c(Cl)c1)c(=O)n2C	0.8	7
Cc1occc1C(=O)NCCc1ccc(S(N)(=O)=O)cc1	0.0	5
Cc1cc(Cl)ccc1OCCNS(=O)(=O)c1cc([N+](=O)[O-])ccc1C	-0.3	-1
CO[C@H]1CN(C)C(=O)c2ccc(NC(=O)NC(C)C)cc2OC[C@@H](C)N(Cc2cncnc2)C[C@@H]1C	0.4	5
CC1OC(c2cc3oc(-c4ccccc4)cc(=O)c3c(O)c2O)CC(O)C1O (stereo not given)	0.0	7
Cn1c(=O)c2[nH]c(-c3ccc(Cl)cc3)c(O)c2n(C)c1=O	3.9	0
CCS(=O)(=O)c1ccc2nc(SCC(=O)n3c4c(c5ccccc53)CCCC4)oc2c1	0.1	-8
C[C@H](CO)N1C[C@H](C)[C@@H](CN(C)S(=O)(=O)c2ccc(Cl)cc2)OCCCC[C@H](C)Oc2ccc(NS(C)(=O)=O)cc2C1=O	2.7	nt
COc1ccc(-n2c(SCC(=O)N3CCOCC3)nnc2-c2ccccc2)cc1	0.6	nt

# Other entries.
# Values in the order: IDH1 mut inh, PRC2 inh
> C[C@@H]1CCCCO[C@H](CN(C)Cc2ccccc2)[C@H](C)CN([C@@H](C)CO)C(=O)c2cc(NC(=O)Nc3ccc(C(F)(F)F)cc3)ccc2O1
    2.9, nt
> Cc1ccc(-c2cnc3c(c2)C(=O)N([C@@H](C)CO)C[C@H](C)[C@H](CN(C)C)O3)cc1
    -0.4, 8
> C[C@H]1CN([C@@H](C)CO)C(=O)c2cccc(NC(=O)c3cnccn3)c2O[C@H]1CN(C)C
    3.4, nt
> Cc1ccc(S(=O)(=O)N[C@H]2CC[C@@H](CC(=O)NCCc3ccncc3)O[C@@H]2CO)cc1
    -0.2, 2
> Cc1cc(C)c(S(=O)(=O)N(C)CC(=O)Nc2ccc(Cl)cc2Cl)c(C)c1
    0.6, 24
> C[C@H]1CN([C@@H](C)CO)C(=O)c2cc(N(C)C)ccc2O[C@@H]1CN(C)S(=O)(=O)c1ccc(Cl)cc1
    -1.6, -2
> CO[C@H]1CN(C)C(=O)c2cc(NC(=O)C3CCC3)ccc2OC[C@H](C)NC[C@@H]1C
    0.3, 3
> O=C(NCc1ccccc1)[C@@H]1c2ccccc2C(=O)N(CC23CC4CC(CC(C4)C2)C3)[C@H]1c1ccc(CO)cc1
    nt, -1
> CCCN(C)C[C@H]1Oc2cc(/C=C/c3ccccc3)ccc2S(=O)(=O)N([C@H](C)CO)C[C@@H]1C
    -1.0, -2
> Cc1ccc(-c2ccc3c(c2)O[C@@H](CN(C)Cc2ccncc2)[C@@H](C)CN([C@H](C)CO)S3(=O)=O)cc1
    -7.2, -2
> COC(=O)C(CC#Cc1ccc2c(c1)[C@]1(C(=O)N2)[C@H](c2ccccc2OCCO)N2[C@H](c3ccccc3)[C@H](c3ccccc3)OC(=O)[C@H]2[C@@H]1C(=O)N1CCc2cc(OC)c(OC)cc2C1)C(=O)OC
    0.6, -19
> CO[C@@H]1CN(C)C(=O)c2ccc(NC(=O)C3CC3)cc2OC[C@H](C)N(C(=O)Cc2ccccn2)C[C@@H]1C
    0.0, 12
> C[C@@H]1CN([C@@H](C)CO)C(=O)c2c(c3ccccc3n2C)-c2ccccc2CO[C@@H]1CN(C)C(=O)CCC(F)(F)F
    0.6, -6
> CCC(=O)N(C)C[C@@H]1Oc2cc(-c3ccccc3F)ccc2S(=O)(=O)N([C@H](C)CO)C[C@@H]1C
    -0.1, 2
> C[C@@H]1CN([C@H](C)CO)C(=O)c2cc(-c3cccc(C#N)c3)cnc2O[C@@H]1CN(C)C(=O)c1ccccn1
    -2.9, 6

# The results go on.
# Values in the order: IDH1 mut inh, PRC2 inh
> O=C(CSc1nc(Nc2ccccc2)nc(N2CCOCC2)n1)Nc1ccccc1Cl
    -0.2, 0
> C[C@H](CO)N1C[C@H](C)[C@@H](CN(C)S(=O)(=O)c2ccc(F)cc2)OCCCC[C@H](C)Oc2ccc(NC(=O)Nc3ccc4c(c3)OCO4)cc2C1=O
    4.2, nt
> CCC(=O)Nc1ccc2c(c1)OC[C@H](C)N(C(=O)C1CCC1)C[C@H](C)[C@H](OC)CN(C)C2=O
    0.2, 0
> O=c1c2ccccc2[nH]c(=S)n1CCCn1ccnc1
    2.4, nt
> COc1ccccc1-n1c(SCC(=O)Nc2ccccc2C)nc2ccc(I)cc2c1=O
    -0.2, -6
> CCOc1c(OC)cccc1C1C(C(=O)Nc2ccccc2OC)=C(C)Nc2ncnn21 (stereo not given)
    0.4, -7
> Cc1ccc(S(=O)(=O)Nc2ccc3c(c2)CC(=O)N([C@@H](C)CO)C[C@@H](C)[C@H](CN(C)C(=O)Nc2c(C)noc2C)O3)cc1
    -2.3, nt
> CC(C)NC(=O)Nc1ccc2c(c1)C(=O)N([C@@H](C)CO)C[C@@H](C)[C@@H](CN(C)Cc1ccc(-c3ccccc3)cc1)O2
    0.0, 3
> C[C@@H]1CN([C@H](C)CO)C(=O)c2cccc(NC(=O)c3cnccn3)c2O[C@@H]1CN(C)Cc1ccccc1
    1.8, 13
> Cc1ccccc1S(=O)(=O)N[C@H]1CC[C@@H](CCn2cc(Cc3ccccc3)nn2)O[C@@H]1CO
    -0.2, 2
> COc1ccc(NC(=O)Cn2c(=O)n(-c3ccc(Cl)cc3)c(=O)c3c4c(sc32)CCCC4)cc1
    0.2, nt
> C[C@H]1CN([C@@H](C)CO)S(=O)(=O)c2ccc(Br)cc2O[C@H]1CN(C)Cc1ccccc1
    -5.0&0.0, -5
> CCCC#Cc1cnc2c(c1)C(=O)N([C@@H](C)CO)C[C@@H](C)[C@@H](CN(C)C(=O)c1ccc3c(c1)OCO3)O2
    -2.3, -3
> O=C(COc1ccc(Br)cc1Cl)Nc1ccccc1CO
    0.0, 2
> CO[C@@H]1CN(C)C(=O)c2ccc(NC(=O)C3CC3)cc2OC[C@H](C)N(C(C)=O)C[C@@H]1C
    -0.1, 3

# Single records, as listed above. Order of values: IDH1 mut inh	PRC2 inh
# Cc1ccc(S(=O)(=O)Nc2ccc3c(c2)CC(=O)N([C@@H](C)CO)C[C@@H](C)[C@H](CN(C)C(=O)Nc2c(C)noc2C)O3)cc1 across the screens: -2.3	nt
# COc1ccccc1-n1c(SCC(=O)Nc2ccccc2C)nc2ccc(I)cc2c1=O across the screens: -0.2	-6
# CO[C@@H]1CN(C)C(=O)c2ccc(NC(=O)C3CC3)cc2OC[C@H](C)N(C(C)=O)C[C@@H]1C across the screens: -0.1	3
# COc1ccc(NC(=O)Cn2c(=O)n(-c3ccc(Cl)cc3)c(=O)c3c4c(sc32)CCCC4)cc1 across the screens: 0.2	nt

# (listing goes on)
# Values in the order: IDH1 mut inh, PRC2 inh
> C/C=C/c1ccc2c(c1)O[C@H](CN(C)C(=O)CN(C)C)[C@@H](C)CN([C@@H](C)CO)S2(=O)=O
    0.2, -21
> COc1ccc(NC(=O)N(C)C[C@@H]2OCCCC[C@@H](C)Oc3ccc(NC(=O)Nc4ccccc4)cc3C(=O)N([C@H](C)CO)C[C@H]2C)cc1
    1.0, nt
> COc1cccc(-c2cn(CC[C@@H]3CC[C@@H](NS(=O)(=O)c4ccccc4Cl)[C@H](CO)O3)nn2)c1
    -0.8, -12
> Cc1ccc(S(=O)(=O)N(C)C[C@@H]2Oc3ccc(NC(=O)Nc4cccc5ccccc45)cc3C(=O)N([C@H](C)CO)C[C@@H]2C)cc1
    -2.4, nt

# Another view of some results above.
CNC[C@@H]1Oc2ncc(/C=C/c3ccccc3)cc2C(=O)N([C@H](C)CO)C[C@@H]1C
  IDH1 mut inh = 0.1	PRC2 inh = -11

COc1cccc(-c2cn(CC[C@@H]3CC[C@@H](NS(=O)(=O)c4ccccc4Cl)[C@H](CO)O3)nn2)c1
  IDH1 mut inh = -0.8	PRC2 inh = -12

O=C(C[C@@H]1C=C[C@H](NC(=O)CCN2CCCCC2)[C@@H](CO)O1)Nc1nccs1
  IDH1 mut inh = 0.0	PRC2 inh = 20
